Peg3 promoter – Peg3 promoter activity inhibition | hit rate 1.7% among 360,000 | AID 588405 | HeLa PEG-Prom luciferase reporter, luminescence, overnight | inhibition, % at 20 µM;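 active means inhibition of at least 50% at 20 µM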
HIF-2a block – inhibitors of HIF-2a | 786-0 RCC cells HIF-2a reporter, luciferase luminescence, overnight | inhibition, % at 18.8 µM | hit rate 0.72% among 360,000 | AID 624352;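 active means inhibition of the luminescence signal of 40% or more relative to plate controls, in a single-dose primary screen at 18.75 µM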
Vif imaging – HIV Vif inhibition; inhibition, % at 7.49 µM; HEK293T cells, Vif self-association by quenched fluorescence, imaging, 24 h; hit rate 0.35% among 340,000; AID 602346; in the data active means inhibition above about 50%, passing the limit was not always enough; further: some results filed as inactive read as strong as hits
Granule exo inh – lytic granule exocytosis inhibition; TALL-104 LAMP-1 surface exposure, flow cytometry; cells stimulated with thapsigargin and PMA; inhibition, % at 10 µM; hit rate 0.66% among 360,000; AID 651702;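 active means inhibition above about 55%, limit read from the data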
PDI turbidity – PDI (human) enzyme inhibition; hit rate 0.052% among 350,000; P07237; PDI insulin aggregation turbidity, A650, 90 min; inhibition, % at 10 µM; AID 588391;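 active means mean inhibition across replicates of 30% or more, whatever share of single replicates reach that level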;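 further: absorbance from insulin aggregation driven by PDI reduction with DTT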
Target sequence (P07237 whole entry, looked up): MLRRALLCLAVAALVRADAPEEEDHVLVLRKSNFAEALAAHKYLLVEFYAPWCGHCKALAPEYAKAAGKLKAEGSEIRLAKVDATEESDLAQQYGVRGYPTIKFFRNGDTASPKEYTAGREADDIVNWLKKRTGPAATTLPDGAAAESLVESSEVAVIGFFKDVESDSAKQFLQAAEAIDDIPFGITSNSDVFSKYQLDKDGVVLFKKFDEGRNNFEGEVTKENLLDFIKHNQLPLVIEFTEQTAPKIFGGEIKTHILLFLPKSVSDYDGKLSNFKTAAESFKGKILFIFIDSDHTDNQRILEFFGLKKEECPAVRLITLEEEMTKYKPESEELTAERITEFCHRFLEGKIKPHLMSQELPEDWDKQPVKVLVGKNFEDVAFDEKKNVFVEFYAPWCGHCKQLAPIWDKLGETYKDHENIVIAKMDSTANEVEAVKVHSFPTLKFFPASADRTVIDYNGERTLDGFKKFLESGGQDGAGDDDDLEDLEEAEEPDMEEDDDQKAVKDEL
CaV13 ICDI inh – Disruptors of the CACNA1D IQ motif to Ca2+-dependent inactivation inhibitor domain association, primary screening, Förster resonance energy transfer in intact living …; HEK cells, CFP/YFP FRET ICDI-IQ, plate reader, 10 min; percent FRET-ratio fall versus neutral wells; AID 743397; inhibition, % at 12.3 µM; hit rate 0.098% among 340,000;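 active means mean replicate inhibition of at least 30% and at least 1% of replicates passing that level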;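 further: 0% = median of the neutral control wells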
hiPSC survival – increases survival of single human iPS cells. hiPSC single-cell survival, ATPlite luminescence; 100% = ROCK inhibitor wells, 0% = DMSO. survival enhancement, % at 20 µM. hit rate 0.044% among 360,000; in the data active means survival enhancement above about 18%;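 further: cells exposed to compounds for 16 hours before the ATP read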
NR2E3 ag-1 – agonists of human NR2E3 nuclear receptor; CHO-S Gal4-NCOR/VP16-NR2E3 two-hybrid, luciferase; inhibition of corepressor binding, % at 3.98 µM; hit rate 0.35% among 360,000; AID 602229;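 active means inhibition above the mean of all tested compounds plus 3 SD, cut at about 70% in these data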;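 further: 0% = DMSO with NR2E3 transfected cells and 100% = cells lacking NR2E3 construct; higher means lower luciferase signal from less NR2E3 corepressor binding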
Target sequence (Q9Y5X4 whole entry, looked up, the tested form may be a part): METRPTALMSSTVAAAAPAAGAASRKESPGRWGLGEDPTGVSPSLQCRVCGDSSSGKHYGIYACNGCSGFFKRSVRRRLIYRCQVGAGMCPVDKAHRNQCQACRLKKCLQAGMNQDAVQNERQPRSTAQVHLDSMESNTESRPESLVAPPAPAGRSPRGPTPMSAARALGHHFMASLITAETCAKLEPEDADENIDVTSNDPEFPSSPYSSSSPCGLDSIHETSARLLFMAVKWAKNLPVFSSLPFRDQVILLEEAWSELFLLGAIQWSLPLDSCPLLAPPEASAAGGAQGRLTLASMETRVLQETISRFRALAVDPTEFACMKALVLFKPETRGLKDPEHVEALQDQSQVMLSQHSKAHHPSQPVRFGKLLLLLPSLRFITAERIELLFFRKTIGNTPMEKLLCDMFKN
NR2E3 ag-2 – agonists of human nuclear receptor NR2E3. Q9Y5X4. GST-NR2E3/biotin-RetCOR TR-FRET, 1536-well. inhibition of corepressor binding, % at 4.78 µM. hit rate 0.12% among 320,000. AID 2300;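 active means percent inhibition above the cutoff of mean plus 3 SD of all tested compounds, set per screening campaign, cut at about 20% in these data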;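 further: 0% = DMSO wells and 100% = biotin wells as full block of FRET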
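Material: NR2E3–RetCOR corepressor complex | Quantity: 1.35 nM GST-tagged NR2E3 final | Schedule: 5 h at 4 °C | Replication: Singlicate compound wells | Reagent: RetCOR corepressor, biotinylated, 7 nM | Controls: Biotin wells as high control, 0.6% DMSO wells as low control | Signal: TR-FRET, Eu(K)-anti-GST donor, streptavidin-D2 acceptor, ex 340, em 617/671 nm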
aDG glyco act – alpha-DG glycosylation activation. Pro5-aDG cells, alpha-DG glycosylation AlphaScreen (IIH6); 0% Pro5, 100% B10-LARGE cell signal. activation, % at 10 µM. hit rate 0.22% among 360,000. AID 624168;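 active means activation of at least 8% versus controls, or a plate z-score of at least 8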;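 further: Pro5 are CHO cells carrying HIG-tagged alpha-DG that lacks glycosylation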
TRPM1 prom inh – reduces MITF-dependent TRPM1 promoter luciferase signal; inhibition, % at 12.5 µM; hit rate 0.83% among 330,000; SK-MEL-5 TRPM1 promoter luciferase, 24 h;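 active means mean inhibition across replicates of 60% or more, whatever share of single replicates reaches that level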; further: values of inactives mirror those of a sister screen read the other way
* hit, by the source's call; x = no result given.

Molecule	Peg3 promoter	HIF-2a block	Vif imaging	Granule exo inh	PDI turbidity	CaV13 ICDI inh	hiPSC survival	NR2E3 ag-1	NR2E3 ag-2	aDG glyco act	TRPM1 prom inh
CC(C)c1nnc(SCC(=O)Nc2ccc3c(c2)OCO3)n1C	1	8	-1	0	-7	-4	0.1	-11	0	-0.4	-4
O=C(Cn1cnc2ccccc2c1=O)c1ccc2ccccc2c1	-248	-137	-1	-2	-6	-5	-0.3	-110	-1	0.2	-55
Cc1ccc(S(=O)(=O)N(C)C)cc1NC(=O)COC(=O)Cc1ccsc1	-10	0	-3	-1	-1	-1	2.9	-15	2	0.1	9
COc1ccc(C(=O)N/C(=C\c2cn(C)c3ccccc23)C(=O)N2CCN(C)CC2)cc1OC	-4	7	-4	1	5	-7	-0.7	-4	-1	-0.3	1
Cc1nc(-c2noc(-c3cccc(Cl)c3)n2)c(C(F)(F)F)o1	-57	-79	-4	-3	0	-5	0.3	-23	4	0.2	-26
Cc1ccc(-c2nn(C)c(=O)c3ccccc23)cc1CNC(=O)c1ccccc1	16	24	-8	-3	-19	-5	0.0	4	-1	0.0	x
CCN(CC)Cc1c(O)ccc2c1O/C(=C\C=C\c1ccccc1)C2=O	82*	66*	2	0	14	-4	2.0	18	2	-0.2	81*
COC1=C(c2ccccc2)C(=O)c2ccccc2C1=O	10	4	6	21	18	-6	-2.7	-24	-4	1.2	75*
O=C(Nc1cccnc1)C1OCCc2ccccc21 (stereo unspecified)	2	6	-2	2	10	-1	-6.4	-9	-1	0.1	3
COC(=O)C1=C(C)N(Cc2ccccc2)C(=NCCCCO)N[C@H]1c1cccc(C(F)(F)F)c1	12	-5	-2	9	12	-6	-3.2	-24	x	1.8	1
O=C(OCc1ccccc1)N1CCOCCN(C(=O)OCc2ccccc2)CCOCC1	3	17	-3	0	7	-3	-0.4	10	-2	0.8	6
COc1cc(CNc2nnnn2C)ccc1OCc1ccc(F)cc1Cl	-3	-4	0	2	-1	-3	-0.9	-6	0	0.4	9
CC1=C(C(=O)Nc2ccccc2)C(c2coc3ccccc3c2=O)C2=C(CCCC2=O)N1 (stereo unspecified)	26	16	11	-1	1	-6	1.7	-1	-2	-0.2	17
COc1cccc2cc(C(=O)NCCc3c[nH]c4ccccc34)c(=O)oc12	-25	-1	11	-2	4	-10	5.1	18	-2	-0.1	-7
CCc1ccc(/C=N\NC(=O)c2ccc(Br)o2)s1	-236	-217	1	1	2	-6	0.2	-61	-2	0.2	-54
O=C(Nc1cc(S(=O)(=O)N2CCCCC2)ccc1Cl)c1ccccc1NS(=O)(=O)c1ccc(F)cc1	53*	12	-10	6	-6	-2	3.0	96*	0	0.1	15
O=C(Cn1cc(C(F)(F)F)ccc1=O)NCc1ccc(F)cc1	-133	-141	-7	43	-5	-3	-0.3	-27	4	0.2	-26
COCCN(C(=O)CCC(=O)Nc1nccs1)C(C(=O)NC(C)(C)C)c1ccc(Cl)cc1 (stereo unspecified)	-7	6	23	2	5	1	0.5	13	0	0.1	2
CCCCSc1nc2c(cnn2-c2ccc(Cl)cc2)c(=O)[nH]1	17	15	x	0	-3	-4	3.4	-11	-1	-0.1	7
O=c1cc(CSc2ccc(Cl)cc2)nc2nc[nH]n12	7	10	11	4	-2	-5	0.1	1	-2	0.0	-4
Cc1cccc(C)c1NC(=O)NC1(C(=O)N2CCCC2)CCCCC1	-3	4	6	-11	-12	-4	-0.4	-23	5	0.0	2
CCN1CCN(c2ccc(NC(=O)CCc3c(C)nc4c(-c5ccccc5)c(C)nn4c3C)cc2)CC1	70*	23	-7	56*	-1	-6	0.0	-9	0	2.4	16
COc1ccc(C(=O)O/N=C(\N)c2ccc(Br)cc2)cc1	-252	-160	-4	42	-3	-18	-0.3	-26	3	0.0	-43
CCCCCn1c(SCC(=O)c2ccccc2)nc2cc(C(=O)NCC3CCCO3)ccc2c1=O (stereo unspecified)	6	13	2	-1	-3	-2	-0.3	-15	x	0.0	-4
N/C(Cc1ccc([N+](=O)[O-])cc1)=N\OC(=O)COc1cccc2ccccc12	4	-2	9	3	-10	-8	0.1	-10	0	0.1	6
COc1ccccc1N1CCN(C(=O)c2cn(-c3ccccc3)nc2-c2cccnc2)CC1	-14	-57	-2	-3	-11	x	-0.5	-10	2	0.0	-18
CC(NC(=O)COC(=O)/C=C/c1cccc(C(F)(F)F)c1)c1ccccc1 (stereo unspecified)	10	7	1	-4	20	-3	-2.4	-11	0	-0.2	-13
Cc1nc(-c2ccccc2)sc1C(=O)CSc1ccc(Br)cc1	2	-1	x	1	13	-1	0.3	14	1	0.0	10
Cc1ccc(CN2C(=O)CCC2C(=O)NCCN(CC(C)C)CC(C)C)cc1 (stereo unspecified)	25	22	4	3	-3	x	-0.1	-19	2	0.1	-6
Fc1ccc2c(c1)c1n[nH]c(=S)nc1n2CCc1ccccc1	21	3	-18	8	9	-3	0.5	-25	x	0.1	-8
Cc1cc(NC(=O)C2CCN(S(=O)(=O)c3c(C)noc3C)CC2)ccc1Br	-1	7	-8	-12	3	-5	0.2	-11	8	1.0	-4
Cc1nn(-c2ccccc2)c(C)c1C(=O)OC/C(O)=C(\C#N)c1nc2ccccc2[nH]1	5	-3	-6	1	4	-5	4.7	-1	-1	-0.1	8
COc1cccc(N2CCN(S(=O)(=O)c3cn(C)cn3)CC2)c1	-11	6	5	1	-7	-7	-0.4	6	0	0.3	6
COc1ccccc1CNC(=O)C1CC(=O)N(C2CCCC2)C1 (stereo unspecified)	14	8	-1	-2	-2	x	0.0	-20	1	0.2	-1
CCc1cccc(C)c1NC(=O)c1ccccc1	15	14	4	-3	9	0	-0.2	-13	-2	0.1	-8
Cc1nnc(NN2CCOCC2)[nH]c1=O	-3	9	-10	-2	7	2	0.0	7	1	-0.1	-2
CC(C)NC(=O)C1Cc2c(-c3ccc(Cl)cc3)ccnc2O1 (stereo unspecified)	6	8	-3	-3	-6	-5	2.5	18	x	0.2	x
CCOCCn1c(=NC(=O)CSCC(=O)Nc2cc(C)on2)sc2cc(OC)ccc21	18	8	12	3	-7	-6	-0.6	-20	2	0.0	1
Cc1cc2ccccc2c(=O)n1CC(=O)N(C)c1ccc(F)cc1	15	1	11	-2	2	-2	-0.1	21	-1	0.2	4
COc1cc2ncnc(NCCc3ccccc3)c2cc1OC	17	23	-4	1	0	-2	1.5	19	-3	1.8	-1
O=C(CSc1nnc(-c2ccccc2)c(-c2ccccc2)n1)NC1CCS(=O)(=O)C1 (stereo unspecified)	-6	14	2	-6	-4	-1	-0.1	6	0	0.2	6
COc1ccc(-n2nc3c(N4CCC(C(=O)NCc5ccccc5)CC4)nnc(C)c3c2C)cc1	14	18	-1	-2	4	-2	-0.6	7	-140	0.9	41
O=C(CN1C(=O)c2ccccc2S1(=O)=O)c1ccc(F)c(F)c1	0	-10	-2	1	-1	x	-0.4	-9	0	0.1	12
CC(C)C[C@H]1CNC(=S)N1C[C@H]1CCCN1C[C@H](Cc1ccccc1)N1C[C@H](Cc2ccc(O)cc2)N(CCc2ccccc2)C1=S	12	-14	10	18	x	-9	-3.2	3	x	0.4	x
Cc1cccc(Cn2cnc3c(NS(C)(=O)=O)c(C)c(C)cc32)c1	9	18	-7	4	0	-5	2.6	6	2	-0.1	2
CCCCCSc1nc(O)cc(=O)[nH]1	14	13	-1	-3	-2	-6	3.8	2	2	-0.2	3
Cc1ccc(C)c(NC(=O)COC(=O)c2ccc[n+]([O-])c2)c1	13	15	14	6	-5	-6	-0.5	0	x	-0.1	-2
CC(C)(C)OC(=O)N1CCC(C(=O)Nc2cccc(C(=O)N3CCOCC3)c2)CC1	-14	3	-6	-4	6	-5	1.8	18	x	1.6	-12

Reprinted from the part before: 2 compounds, then new ones.
Molecule	Peg3 promoter	HIF-2a block	Vif imaging	Granule exo inh	PDI turbidity	CaV13 ICDI inh	hiPSC survival	NR2E3 ag-1	NR2E3 ag-2	aDG glyco act	TRPM1 prom inh
Cc1ccc(C)c(NC(=O)COC(=O)c2ccc[n+]([O-])c2)c1	13	15	14	6	-5	-6	-0.5	0	x	-0.1	-2
CC(C)(C)OC(=O)N1CCC(C(=O)Nc2cccc(C(=O)N3CCOCC3)c2)CC1	-14	3	-6	-4	6	-5	1.8	18	x	1.6	-12
Cc1ccsc1C(=O)Nc1cc(C(C)(C)C)nn1-c1ccccc1	13	3	9	2	2	-8	-3.0	4	6	0.1	5
N#Cc1nc(-c2cccs2)oc1NCc1ccccc1Cl	-4	-32	-9	0	-3	1	4.7	0	-1	0.0	1
COc1ccc(C(O)Cn2ccsc2=NC(C)=O)cc1 (stereo unspecified)	15	-3	5	-11	0	-4	-0.9	6	1	0.2	1
Cc1ccc(NC(=O)CN2CCCC2)cc1Br	-19	-15	1	1	5	-6	-0.1	-18	-2	0.0	1
Cc1ccccc1NC(=O)c1cc(S(=O)(=O)N2CCOCC2)cn1C	11	0	x	7	x	-9	-0.8	-20	-4	0.0	x
COc1cccc(-n2c(SCC(=O)NC(C)(C)C)nnc2-c2ccoc2C)c1	15	5	x	2	2	x	2.4	-13	-2	0.6	-9
CCOc1ccc(NC(=O)CN(C)C(=O)c2ccc(N3CCCCC3)c([N+](=O)[O-])c2)cc1OCC	-5	-16	-3	1	2	-16	-0.4	16	2	-0.3	4
CNC(=O)C[C@@H]1C(=O)N(c2ccc(Br)cc2)CC1(C)C	17	7	16	-2	-6	-4	2.7	-20	x	-0.2	x
CCCCOc1cc(C)nc(NCc2ccccc2)n1	17	27	x	-3	0	x	6.3	-30	5	0.3	19
CS(=O)(=O)c1ccccc1-c1nc(-c2cc(C(F)(F)F)cc(C(F)(F)F)c2)no1	13	1	x	-5	-5	0	1.8	11	1	-0.2	6
O=C(COC(=O)c1ccc(F)cc1F)c1ccc[nH]1	-40	-23	0	0	-2	-17	0.7	5	x	0.2	-9
COc1ccc2c(CC(=O)N[C@@H](Cc3c[nH]c4ccccc34)C(=O)O)cc(=O)oc2c1	7	0	12	-5	8	-2	1.2	-4	2	0.0	-10
O=C(Cc1cccc(C(F)(F)F)c1)OCC(=O)N1CCN(S(=O)(=O)c2ccc(Cl)cc2)CC1	-3	-7	2	-15	-6	-4	-0.6	4	2	-0.2	-6
O=C(COc1ccc(=O)n(-c2ccccc2)n1)Nc1ccccc1	1	9	0	1	x	-3	-1.4	-7	-1	-0.3	x
O=C(CNC(=O)c1ccc(Cl)cc1)OCCN1C(=O)c2ccccc2C1=O	-2	7	1	0	-4	-7	-0.5	-29	1	-0.1	x
COC(=O)C1=C(C(=O)OC)[C@@H]2N(Cc3ccccc3)c3ccccc3[C@@]23C[C@@H](C(=O)OC)N(C(=O)CC(C)C)C3=N1	10	20	0	-3	-1	-3	-2.2	25	-4	-0.3	0
